KDM5B inhibitor: inhibitors of human KDM5B histone demethylase | 220,000 tested, 2.6% active | AID 1347165 | KDM5B demethylase, FDH-coupled NADH fluorescence (FDH is formaldehyde dehydrogenase) | Q9UGL1 | Potency, µM (highest dose often 57.7 µM), without a hit: at the top dose activity change, negative = inhibition, actives largely listed as inhibitors; active = well fitted inhibition curve with a large enough effect; inconclusive = small, poorly fitted or top-dose-only effect; inactive = no such curve, though single readings can be large or run the other way; note: 0% is about no effect; nearly all actives have a fitted effect of over 70% in size
Target sequence (Q9UGL1 whole entry, looked up): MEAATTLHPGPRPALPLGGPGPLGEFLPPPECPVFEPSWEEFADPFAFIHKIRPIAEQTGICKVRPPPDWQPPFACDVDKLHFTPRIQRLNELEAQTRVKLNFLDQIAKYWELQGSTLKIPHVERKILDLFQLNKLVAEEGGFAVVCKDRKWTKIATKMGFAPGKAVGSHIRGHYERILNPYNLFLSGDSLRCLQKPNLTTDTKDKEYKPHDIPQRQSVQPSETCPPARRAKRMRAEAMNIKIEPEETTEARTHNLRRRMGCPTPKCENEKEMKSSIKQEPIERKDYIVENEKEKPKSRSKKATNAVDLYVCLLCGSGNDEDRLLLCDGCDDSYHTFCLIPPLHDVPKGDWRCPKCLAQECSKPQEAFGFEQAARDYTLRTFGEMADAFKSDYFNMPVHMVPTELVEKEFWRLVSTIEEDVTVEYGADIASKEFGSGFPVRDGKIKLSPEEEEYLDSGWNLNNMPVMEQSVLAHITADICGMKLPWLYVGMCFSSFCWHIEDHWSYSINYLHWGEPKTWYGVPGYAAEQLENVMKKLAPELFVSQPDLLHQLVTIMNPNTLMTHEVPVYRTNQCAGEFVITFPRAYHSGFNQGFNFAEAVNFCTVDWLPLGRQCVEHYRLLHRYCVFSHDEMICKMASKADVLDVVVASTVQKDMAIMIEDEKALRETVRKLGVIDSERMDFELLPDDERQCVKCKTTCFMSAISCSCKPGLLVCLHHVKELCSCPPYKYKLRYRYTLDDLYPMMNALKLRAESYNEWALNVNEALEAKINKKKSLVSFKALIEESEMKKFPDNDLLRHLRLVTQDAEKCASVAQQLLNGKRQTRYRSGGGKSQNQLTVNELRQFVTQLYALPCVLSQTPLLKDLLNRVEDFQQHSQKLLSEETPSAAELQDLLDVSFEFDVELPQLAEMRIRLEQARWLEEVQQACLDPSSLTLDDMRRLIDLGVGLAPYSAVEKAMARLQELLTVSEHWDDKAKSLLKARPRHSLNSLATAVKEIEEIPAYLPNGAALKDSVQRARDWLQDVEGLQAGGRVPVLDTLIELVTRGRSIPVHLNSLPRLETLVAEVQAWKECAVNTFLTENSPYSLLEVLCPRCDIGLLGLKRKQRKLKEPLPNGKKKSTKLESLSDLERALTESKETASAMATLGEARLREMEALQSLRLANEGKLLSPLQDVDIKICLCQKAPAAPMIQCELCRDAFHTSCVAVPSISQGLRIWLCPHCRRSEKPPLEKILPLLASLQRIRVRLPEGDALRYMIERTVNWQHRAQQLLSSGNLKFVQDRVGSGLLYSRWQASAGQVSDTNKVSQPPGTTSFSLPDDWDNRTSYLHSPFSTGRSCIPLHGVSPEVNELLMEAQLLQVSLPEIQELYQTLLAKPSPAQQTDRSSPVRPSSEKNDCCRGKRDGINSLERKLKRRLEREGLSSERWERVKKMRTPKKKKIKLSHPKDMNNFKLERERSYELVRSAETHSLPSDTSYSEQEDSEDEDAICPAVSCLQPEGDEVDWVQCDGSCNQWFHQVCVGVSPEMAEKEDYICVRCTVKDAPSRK
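Inhibition is measured as reduced NADH fluorescence generation from FDH coupling to formaldehyde release. Truncated KDM5BΔAP at 200 nM final acts on H3K4me3 peptide (12.5 µM in substrate mix) in pH 7.5 HEPES buffer with Tween-20, 30 min, room temperature.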
* marks the source's active call; other numbers are inactive results; ? = inconclusive; [ ] = remark or other dose. Potency is the fitted concentration of half-maximal effect. Only part of the results is shown; count on the stated rates, not on these rows.

KDM5B inhibitor | compound
? | Cc1cc(N2CCCCC2)nc2ccc(NC(=O)c3cccc(F)c3)cc12
-19.9% | CS(=O)(=O)N1CCCC1c1noc(CCC(=O)NCCN2CCCCC2)n1 (stereo not drawn)
-14.4% | Cc1cc(NC(=O)c2ccc(Cl)c(Cl)c2)ccc1-c1cc2ccccc2oc1=O
8.91µM* | COC(=O)[C@@H]1Cc2c([nH]c3ccccc23)[C@H]2C[C@@H](NCCNC(C)=O)C[C@@H](c3ccccc3)N21
11.3% | COCC[C@]1(O)CCN(C(=O)Nc2ccc(F)c(C(F)(F)F)c2)C[C@H]1C
? | CCOc1c(C)cc(-c2ncccc2O)cc1C
-17.1% | Cn1c(=O)c2c(nc(Cl)n2CC(=O)c2ccc(C(C)(C)C)cc2)n(C)c1=O
? | Cc1cc(C)c2c(-c3ccc(F)cc3)c(C#N)c(=O)n(C)c2n1
-11.9% | Cn1nc(C(=O)NCc2cccc(Cl)c2)c2ccccc2c1=O
-20.8% | CCCn1c(SCC(=O)Nc2ccc(Cl)cc2)nc(O)cc1=O
15.8µM* | Cc1cccc(C(=O)N2CCCC(C(=O)N3CCN(c4ccccn4)CC3)CCNC(=O)CC2)c1 (stereo not drawn)
24.8% | CCn1ccc2cc(S(=O)(=O)N3CCC(C(=O)NCC4CCCO4)CC3)ccc21 (stereo not drawn)
? | O=C(O)/C=C/c1ccc(-c2ccc(Br)cc2)s1
? | CCc1ccc(CNC(=O)c2cc3cc(S(=O)(=O)N4CCCCC4)ccc3n2C)cc1
-13.0% | CSc1cccc(NC(=O)/C(=C/c2ccccc2Cl)c2ccccc2)c1
-28.6% | COc1cc(N2C(=O)CSC23C(=O)N(Cc2cccc(F)c2)c2ccccc23)cc(OC)c1OC (stereo not drawn)
-18.0% | CCN1CCCC1CNC(=O)CCCc1nc2ccccc2[nH]1 (stereo not drawn)
-7.9% | Nc1nc(NCCNC(=O)c2ccccc2Cl)cc(C2CC(O)C2)n1 (stereo not drawn)
8.2% | O=C(NCCc1ccccc1)C(=O)NCC1OCCCN1S(=O)(=O)c1ccc(F)cc1 (stereo not drawn)
2.0% | NC(=O)c1cccnc1OC1CCN(CCc2ccccc2)CC1
? | Cc1nc2ccn(Cc3cccnc3)c(=O)c2cc1C(=O)Nc1ccc(OC(F)(F)F)cc1
-2.4% | N#Cc1cccnc1NCCc1coc(-c2ccc(F)cc2)n1
9.0% | CCOc1ccc(S(=O)(=O)n2ccnc2CC)cc1C
-20.3% | COc1cccc(C(=O)c2cn(CC(=O)Nc3cccc(C(F)(F)F)c3)c3nc(C)ccc3c2=O)c1
-3.4%[86.2 µM] | COC(=O)c1ccc2nc(CO[C@H]3CN(Cc4cnn(C)c4)C[C@H]3F)[nH]c2c1
38.3%[activator] | Cc1ccc(OCC(=O)NC2CCCCCC2)cc1C
14.4% | CCC(=O)Nc1ccc(C(=O)NNC(=O)c2cccc(C)c2)cc1
? | Cn1cc(CN2C[C@H](C(=O)Nc3cccnc3)C[C@H]2c2cccc(C(F)(F)F)c2)cn1
28.2µM* | O=C(c1ccsc1)N1CCCC2(C1)Nc1cccnc1NC2=NCc1ccccc1 (stereo not drawn)
-7.9% | O=C(NCc1ccccc1)c1ccc(CN2C(=O)NC3(CCOCC3)C2=O)cc1
-4.6% | NC(=O)C1(N2CCCCC2)CCN(Cc2cc3n(n2)CCNC3)CC1
? | CC(C)c1nccn1CCCNC(=O)c1ccc(-c2cccc(F)c2)nc1
2.5% | COc1ccc(Cl)cc1NC(=O)CN1Cc2ccccc2C1=O
74.9%[activator] | CCCCCC(=O)Nc1ccc(NC(=O)c2cc3ccccc3o2)c(OC)c1
? | OCCC1CN(c2nccc(-c3ccccn3)n2)CCN1Cc1ccoc1 (stereo not drawn)
? | CCN(CC)C(=O)c1cccnc1-c1nc2ccccc2s1
? | COC(=O)/C=C1/S/C(=N/NC(=O)c2ccc(Cl)cc2Cl)NC1=O
-6.1% | COC(=O)C1=C(N)Oc2n[nH]c(-c3ccccc3)c2C12C(=O)N(Cc1cccc(F)c1)c1ccccc12 (stereo not drawn)
? | COc1ccc(-c2cc(C(F)(F)F)nc(SCC(=O)NCCc3ccccc3)n2)cc1OC
14.3% | O=C(c1cccc(Cl)c1)N1CCc2nc(-c3ccccc3)nc(-c3ccc(Cl)cc3)c2C1
-12.3%[86.2 µM] | COc1ccc(CN[C@H]2[C@H](O)[C@@H](N3CCCCC3)[C@@H]3OC[C@H]2O3)cc1
-15.6% | O=C(c1ccccc1)N1CCN(CCc2ccncc2)CC1
? | COc1cc(OC)c(NC(=O)CN2C(=O)CCn3nc(-c4cccn4C)cc32)cc1Cl
-42.5% | CCOc1ccc(-c2nnc(SCC(=O)Nc3cccc(C#N)c3)o2)cc1
0.2% | CCn1cc(S(=O)(=O)NCC2Cn3cccc3C(=O)N2Cc2ccccc2)cn1 (stereo not drawn)
-2.3% | O=C(NCc1ccccc1)N1CCCC(c2nc(CCOc3ccc(F)cc3)no2)C1 (stereo not drawn)
-20.6% | Cc1cc(C)cc(C(=O)NCC(c2ccccc2)c2c[nH]c3ccccc23)c1 (stereo not drawn)
-12.1% | CSc1nnc(SCC(=O)Nc2ccc3[nH]c(=O)[nH]c3c2)s1
17.6% | COc1ccc(Cl)cc1-n1nnc(C(=O)Nc2cc(C)ccc2C)c1C
9.9% | O=C(Cn1ccc2c(Br)cccc21)Nc1nccs1

New compounds follow
KDM5B inhibitor | compound
-22.4% | COCCNc1ncnc2c1CN(c1ccccc1F)C(=O)CN2C
12.6% | CC(C)Cc1nc(SCC(=O)N2CCCC2)c2c(=O)n(C)c(=O)n(C)c2n1
-21.4% | COCCNC(=O)[C@@H]1C[C@@H](O)CN1C1CCN(C(=O)CC(C)C)CC1
? | COc1cc(OC)c(NC(=O)N2CC=C(c3c[nH]c4ccccc34)CC2)cc1Cl
? | O=C(c1ccco1)n1nc(-c2ccccc2)nc1NCc1ccc(F)cc1
32.9% | Cc1cc2nc3n(c(=O)c2n1CC(=O)NCCCc1ccccc1)CCCCC3
-22.8% | CCCCNC(=O)c1cccc2c1CCN2S(=O)(=O)c1ccc(C)cc1
-4.6% | Cc1ccc(C(CCNC(C)c2cccs2)c2ccco2)cc1 (stereo not drawn)
15.1% | C#CCCN1CCN(C(=O)C2CCN(C(=O)/C=C/c3ccccc3)CC2)CC1
40.2%[activator][149 µM] | Cn1nccc1CN1CCC(N2Cc3ccccc3C2=O)CC1
-17.5% | Cc1ccc(/C=C/C(=O)c2cc(C)ccc2O)cc1
-1.1% | COC(=O)c1ccccc1NC(=O)N1CCN(Cc2nc(-c3ccc(C)cc3)oc2C)CC1
7.5% | CCn1cc2nc(SCC(=O)N3CCCC3)n(Cc3ccccc3)c(=O)c2n1
-8.5% | c1csc(CNCCC2CCCCC2)c1
-7.6% | CC1=NS(=O)(=O)N(C)C=C1C(=O)OCc1nc(-c2ccccc2C)no1
? | O=C(/C=C/c1ccc(F)cc1)Nc1ccccc1-c1ccccc1
? | N#Cc1c(-c2ccccc2)cc(-c2ccccc2)nc1SCC(O)CS(=O)(=O)Cc1ccc(Cl)cc1 (stereo not drawn)
-10.9% | CCN1CCN(c2c(S(=O)(=O)c3ccc(C)c(C)c3)cnc3cc(OC)c(OC)cc23)CC1
? | Cc1cc(=O)oc2cc(OCC(=O)NCc3ccccn3)ccc12
? | Cc1ccc(C)c(-c2cc3ccccc3[nH]2)c1

Some of these compounds in order of SMILES length, high to low:
KDM5B inhibitor | compound
-1.1% | COC(=O)c1ccccc1NC(=O)N1CCN(Cc2nc(-c3ccc(C)cc3)oc2C)CC1
7.5% | CCn1cc2nc(SCC(=O)N3CCCC3)n(Cc3ccccc3)c(=O)c2n1
? | O=C(/C=C/c1ccc(F)cc1)Nc1ccccc1-c1ccccc1
? | Cc1cc(=O)oc2cc(OCC(=O)NCc3ccccn3)ccc12

The list continues:
KDM5B inhibitor | compound
-27.7% | Cc1ccc(CNC(=O)c2sc3nc(-c4ccccc4)cn3c2C)cc1
3.2% | COc1cc(/C=N/O)c(Br)cc1OCc1ccccc1Cl
? | COc1cc(Cl)c(C)cc1NC(=O)c1cc2c(s1)-c1c(C)cccc1OC2
-8.3% | O=C(Nc1ccccc1N1CCCCC1)C1CC(=O)N(c2ccccc2F)C1 (stereo not drawn)
-4.2% | CC(NC(=O)NCC(=O)NCC(F)(F)F)c1cccc(C(F)(F)F)c1 (stereo not drawn)
? | COc1ccc2c(c1)c(=O)c(S(=O)(=O)c1ccc(C)c(C)c1)cn2CC(=O)Nc1ccccc1
? | O=C(COc1ccc(Cl)cc1)Nc1ccc(-c2nc3cc(Cl)ccc3o2)c(O)c1
-7.8% | CCCc1nc(SC)ncc1C(=O)Nc1cccc(F)c1
19.5% | Cc1c(C(=O)N2CCCCCC2)sc2nc(-c3ccc(F)cc3)cn12
-2.9% | CCCNC(=O)c1ccc(CN2C(=O)NC3(CCS(=O)(=O)CC3)C2=O)cc1

Two entries from above, as a markdown table:
| Molecule | KDM5B inhibitor |
| --- | --- |
| COc1ccc2c(c1)c(=O)c(S(=O)(=O)c1ccc(C)c(C)c1)cn2CC(=O)Nc1ccccc1 | ? |
| O=C(COc1ccc(Cl)cc1)Nc1ccc(-c2nc3cc(Cl)ccc3o2)c(O)c1 | ? |

(cont.)
KDM5B inhibitor | compound
-27.3% | Cc1ccc(-n2c(SCCC(C)C)nc3sc4c(c3c2=O)CC(C)(C)OC4)cc1
14.0% | COCc1nnc2n1CCC(NC(=O)Cn1nc(C(F)(F)F)cc1C)CC2 (stereo not drawn)
-54.8% | Cc1cccc(N2CC(C)Cn3c2nc2c3c(=O)n(CC(=O)O)c(=O)n2C)c1 (stereo not drawn)
-14.0% | CC(C)NC(=O)N(C1CC1)C1CCOC2(CCN(C(=O)c3n[nH]c4ccccc34)CC2)C1 (stereo not drawn)
-17.7% | O=C(NCc1ccc(S(=O)(=O)N2CCCC2)cc1)c1n[nH]c2ccccc12
-10.0% | Cn1nc(C2CCN(C(=O)NCc3ccccc3)CC2)c2c1CCOC2
-18.0% | CC(C)CN(CCNC(=O)COCc1cc(-c2cccs2)on1)CC(C)C
7.5% | CCn1nc(C(=O)Nc2cccc(C(=O)Nc3ccncc3)c2)c2ccccc2c1=O
-29.4% | C=Cc1ccc(Cn2c(C)c(CNCCc3ccc(OCC)cc3)c(C(=O)O)c2C)cc1
-5.9% | COc1cc(NC(=O)CN2C(=O)C(c3ccc(C)cc3)=NC23CCCCCC3)cc(OC)c1
9.1% | CSc1nc(N(C)CCO)c2sc3c(c2n1)COC(C)(C)C3
6.0%[115 µM] | O=C(NCCc1ccc(Cl)cc1)c1cc(-c2ccc(Cl)cc2Cl)c2cccn2n1
24.6% | Cc1ccc(C2=NOC3(CC(=O)N(c4ccccc4)C3=O)C2)cc1 (stereo not drawn)
-1.0% | CC(C)(C)c1ccc(-c2nc(C#N)c(N3CCCCC3)o2)cc1
36.7% | Cc1nn(CC(=O)NNC(=O)c2ccccc2F)c([N+](=O)[O-])c1Br
9.5% | O=[S+]1([O-])NC2(CCN(Cc3ccc(F)cc3)CC2)CNc2ccccc21
? | Cc1ccc(-c2nc3c4ccccc4n(CC(=O)N4CCN(c5ccccc5F)CC4)c(=O)n3n2)cc1
-1.6% | CC1(C)CC(=O)C2=C(C1)OC(N)=C(C#N)C2c1ccc(-c2ccccc2)cc1 (stereo not drawn)
9.0% | Cc1cc(C)c2cc(C(=O)Nc3ccc(C)c(F)c3)[nH]c2c1
-8.9% | CC(C)COc1cc(=O)n2c(c1C(=O)NCCCN1CCCCC1)CCCCC2
8.4% | CCSc1nc(-c2ccccc2Cl)nc2c1Cc1c(CO)cnc(C)c1O2
-13.0% | N#CCOc1ccc2c(=O)c(-c3ccc(Br)cc3)c(C(F)(F)F)oc2c1
-18.2% | COc1ccc(-c2cc(C(=O)NCCCN3CCOCC3)c3ccccc3n2)cc1OC
17.0% | Cc1cc(COc2ccc(S(=O)(=O)c3ccccc3)cc2)on1
11.3% | CN(C)S(=O)(=O)c1ccc(=O)n(Cc2ncc(-c3ccc(F)cc3)o2)c1
-23.7%[115 µM] | O=C(c1ccc2c(c1)OCO2)N1CCn2c(nn(-c3ccc(C(F)(F)F)cc3)c2=O)C1
2.3% | Cc1ccc(C2C=C(c3ccccc3)Nc3nc(NS(=O)(=O)c4ccccc4)nn32)cc1 (stereo not drawn)
-22.0%[86.2 µM] | COCC(=O)N1CCn2c(nn(-c3ccc(F)cc3)c2=O)C1
? | CN(C)S(=O)(=O)c1cccc(NC(=O)CNC2CCCCC2)c1
-13.2% | O=C(C(Cc1ccccc1)N/C=C/C(=O)C(F)(F)F)N1CCN(CCc2ccccc2)CC1 (stereo not drawn)

Entries listed so far that bear a hit mark in KDM5B inhibitor.
KDM5B inhibitor | compound
8.91µM* | COC(=O)[C@@H]1Cc2c([nH]c3ccccc23)[C@H]2C[C@@H](NCCNC(C)=O)C[C@@H](c3ccccc3)N21
15.8µM* | Cc1cccc(C(=O)N2CCCC(C(=O)N3CCN(c4ccccn4)CC3)CCNC(=O)CC2)c1 (stereo not drawn)
28.2µM* | O=C(c1ccsc1)N1CCCC2(C1)Nc1cccnc1NC2=NCc1ccccc1 (stereo not drawn)

Other records follow:
KDM5B inhibitor | compound
7.4% | O=C(NCCS(=O)(=O)N1CCN(c2ccccc2F)CC1)C(c1ccccc1)c1ccccc1
? | Cc1cnc(NC(=O)c2[nH]c3c(c2C)C(=O)CCC3)s1
15.0% | CCOc1ccc(CNCc2ccco2)cc1OCC
-3.3% | O=C(Nc1ccc(-c2nc3cc(NC(=O)c4ccccc4F)ccc3o2)cc1)c1ccccc1F
-19.4% | CC(=O)Nc1ccc(NC2=C(C(=O)Nc3ccc(C)cc3)S(=O)(=O)c3ccccc32)cc1
17.3% | COCCN(C)C[C@@H]1CN(C(=O)c2cccc3c(C)c(C)[nH]c23)C[C@@H]1CO
-0.9% | O=C(CCc1nc(-c2ccccc2)no1)N1CCc2sccc2C1c1cccs1 (stereo not drawn)
-3.8% | Cn1cccc1C(=O)N1CC(F)(F)C[C@H]1c1nnc(C2CC2)o1
? | CC(=O)c1cc(-c2ccccc2)n(CCC(=O)NC2CCCCC2)c1C

Compound activity (PubChem BioAssay)
